CBFb-RUNX1 inh – qHTS Assay for Compounds Blocking the Interaction Between CBF-beta and RUNX1 for the Treatment of Acute Myeloid Leukemia; Potency, µM (series often up to 59.8 µM), inactives show top-dose activity, negative = inhibition, actives largely listed as inhibitors; AlphaScreen CBFb-His/RUNX1-biotin binding, biochemical; 230,000 tested, under 10 active; Runt-related transcription factor 1 (Homo sapiens) + Core-binding factor subunit beta …; also: % of control where 0% means no effect
Target sequence (Q01196 whole entry, looked up): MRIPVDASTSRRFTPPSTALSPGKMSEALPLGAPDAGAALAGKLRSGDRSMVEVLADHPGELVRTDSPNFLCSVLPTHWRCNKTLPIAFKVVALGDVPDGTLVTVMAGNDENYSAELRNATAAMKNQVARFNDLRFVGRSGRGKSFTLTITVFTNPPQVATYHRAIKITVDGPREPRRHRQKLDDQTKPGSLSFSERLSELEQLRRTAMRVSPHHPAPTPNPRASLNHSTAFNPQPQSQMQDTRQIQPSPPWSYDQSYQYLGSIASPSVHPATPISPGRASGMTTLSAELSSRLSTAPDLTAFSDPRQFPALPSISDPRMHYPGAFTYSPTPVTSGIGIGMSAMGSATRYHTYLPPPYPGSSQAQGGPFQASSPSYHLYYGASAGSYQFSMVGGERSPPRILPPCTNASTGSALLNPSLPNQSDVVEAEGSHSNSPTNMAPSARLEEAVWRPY
Target sequence (Q13951 whole entry, looked up): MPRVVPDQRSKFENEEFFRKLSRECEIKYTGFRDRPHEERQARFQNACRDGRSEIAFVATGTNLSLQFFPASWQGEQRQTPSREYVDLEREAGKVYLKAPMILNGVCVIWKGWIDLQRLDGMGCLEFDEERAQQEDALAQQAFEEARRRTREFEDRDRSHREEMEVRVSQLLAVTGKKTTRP
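His-tagged CBF-beta and biotinylated RUNX1 (30 nM each) were premixed 20 min at room temperature, exposed to compound for 15 min, then given nickel-chelate and streptavidin AlphaScreen beads (50 ng each). After 90 min, AlphaScreen signal was read.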
SMN2 splice enh – qHTS Assay for Enhancers of SMN2 Splice Variant Expression | HEK293 SMN2-luciferase splicing reporter, luminescence, 30-36 h | Potency, µM (series often up to 46.1 µM), inactives show at the highest dose activity change, positive = activation, actives largely listed as activators | hit rate 2.8% among 210,000 | AID 1458, 2008; also: potency is read from the fitted curve at half-maximal effect; % of control where 0% means no effect; nearly all actives have a fitted effect of over 55% in size
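qHTS luciferase splicing reporter: luminescence rises when SMN2 exon 7 is included in transfected HEK293 cells. Compound exposure lasted 30-36 h at 37C, with 4.5 mM final sodium butyrate as control, followed by a ONE-Glo read.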
HTT cytoprotect – qHTS Multiplex Assay to Identify Dual Action Probes in a Cell Model of Huntington: Cytoprotection (ATP) | AID 1471, 2008 | Potency, µM (doses to about 56.4 µM), without a hit: cytoprotection (ATP increase), hits mostly activators | hit rate 0.14% among 230,000 | PC12 HTT-Q103 induced, cytoprotection, ATP luminescence, 40 h;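 also: potency is read from the fitted curve at half-maximal effect; % of control where 0% means no effect; nearly all actives have a fitted effect of over 45% in size; toxic huntingtin expression switched on by the ecdysone agonist tebufenozide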
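Compounds were screened for protection of PC12 cells against cell death after tebufenozide induction (100 nM final) of mutant Huntingtin exon 1 (Q103) fused to GFP.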
IMPase Li inh – qHTS Assay for Identifying the Cell-Membrane Permeable IMPase Inhibitors: Potentiation with Lithium; CHO-M1 cells, IP1 TR-FRET (IP-One), carbachol + lithium; Potency, µM (titrated, usually from 59.4 µM), for inactives: top-dose activity, negative = IMPase inhibition, usual class: inhibitors; hit rate 0.35% among 210,000;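 also: IP1 builds up when IMPase is blocked and the TR-FRET signal falls; potency is read from the fitted curve at half-maximal effect; plate controls were basal vehicle for no effect and high inhibitor control for full effect; nearly all actives have a fitted effect of over 50% in size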
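Lithium-sensitised IP1 accumulation assay; M1-expressing CHO cells treated 30 min at 37C with compound. Competitive antibody detection by time-resolved FRET followed a 10 min room-temperature lysis step.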
HTT aggregate – qHTS Multiplex Assay to Identify Dual Action Probes in a Cell Model of Huntington: Aggregate Formation (GFP) | PC12 HttQ103-GFP aggregates, Acumen cytometry, 40 h | Potency, µM (series often up to 46.1 µM), for inactives: at the highest dose activity change, negative = inhibition, usual class: inhibitors | hit rate 1.1% among 220,000 | AID 1688, 2009; also: potency is read from the fitted curve at half-maximal effect; % is scaled to controls: 0 for no effect and ±100 for the full control effect; nearly all actives have a fitted effect of over 60% in size
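PC12 cells stably carrying ecdysone-inducible HTT exon 1 Q103–GFP were induced with tebufenozide (100 nM final) and treated with library compounds in titration. GFP aggregates in lysates were counted by laser scanning cytometry.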
LMNA splice mod – qHTS Assay for Modulators of Lamin A Splicing; hit rate 0.01% among 200,000; Potency, µM (top dose mostly 46.1 µM), without a hit: at the highest dose ratio change, negative = inhibition, usual class: inhibitors; HeLa LMNA splicing GFP/RFP minigene ratio, 48 h; AID 1487, 2009; active = well fitted inhibition curve with a large enough effect in the signal ratio, with a control signal flat, not every such curve was filed as active; inconclusive = small, poorly fitted or top-dose-only effect, or effect the other way, or a change in a side signal; the % refers to the signal ratio; also: potency is read from the fitted curve at half-maximal effect; % is scaled to controls: 0 for no effect and ±100 for the full control effect
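S3 HeLa stable clones carrying a lamin A-EGFP splicing minigene plus DsRed2 were seeded at 600 cells/well in Opti-MEM with 2% FBS, pin-dosed and incubated 48 h at 37°C. Acumen cytometry (488 nm) gave the GFP/RFP total-intensity ratio.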
Luc counter – Counterscreen for Luciferase (Kinase-Glo TM) Inhibition | hit rate 0.28% among 200,000 | Potency, µM (series often up to 38.3 µM), inactives show at the top dose activity change, negative = inhibition, usual class: inhibitors | Kinase-Glo luciferase, ATP luminescence, 8 min | Luciferin 4-monooxygenase (Photuris pensylvanica), Q27757; also: potency is read from the fitted curve at half-maximal effect; % is scaled to controls: 0 for no effect and ±100 for the full control effect; nearly all actives have a fitted effect of over 60% in size
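Substrate mix (final 50 mM imidazole pH 7.2, 50 mM KCl, 7 mM MgCl2, 10 uM ATP, 0.01% Tween 20, 0.05% BSA) plus pin-tool compound, then Kinase-Glo detection mix; 8 min ambient, luminescence read.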
Active calls of the source: *; ? = inconclusive; nt = not tested or not shown; [ ] = remark or other dose. Unless noted, calls follow the shape of the dose curve; as a rule, active = well fitted curve in the direction sought with a large enough effect; inconclusive = small, poorly fitted or top-dose-only effect, or another doubt; inactive = no such curve, though single readings can be large; an effect the other way counts as inactive or inconclusive.

SMILES	CBFb-RUNX1 inh	SMN2 splice enh	HTT cytoprotect	IMPase Li inh	HTT aggregate	LMNA splice mod	Luc counter
Cc1cccc(C(=O)Oc2ccccc2/C=N/NC(=O)c2ccc(NC(=O)C(C)(C)C)cc2)c1	-17%	0%[1.84 µM]	-14%[10 µM]	6%	?	?	1%
Cc1ccc(OCc2nnc(SCc3nc4ccccc4[nH]3)n2Cc2ccco2)cc1	-12%	-65%[inhibitor]	-54%[inhibitor]	28%[38.3 µM]	-27%	?	13%
CC1(C)C([N+](=O)[O-])C(c2ccc(O)cc2)NC(c2ccc(O)cc2)C1[N+](=O)[O-] (configuration not stated)	5%	4%	10%[10 µM]	4%	10%	3%	2%
N#C/C(=C\c1ccccc1[N+](=O)[O-])C(=O)Nc1ccc(S(N)(=O)=O)cc1	11%	nt	-2%[10 µM]	nt	6%[9.22 µM]	nt	nt
O=S(=O)(c1ccc(F)cc1)N1CCC2(CC1)OCCO2	14%	15%	nt	-2%	18%	nt	-1%
CCOC(=O)c1c(NC(=O)c2cccs2)sc2c1CC(C)(C)OC2	20%	-20%	-36%[inhibitor][0.074 µM]	11%[38.3 µM]	-9%	?	-5%
O=C(NCCCN1CCN(c2ccccc2F)CC1)Nc1ccccc1[N+](=O)[O-]	-4%	-3%	-21%	2%	18%	7%[46 µM]	-1%
COc1cc2c(cc1OC)-c1cc(NC3CCCC3)nc(=O)n1CC2	6%	nt	3%	nt	12%	-6%	nt
Fc1cccc(Cl)c1Cc1noc(/C=C/c2ccccc2)n1	?	nt	-56%[inhibitor]	nt	-12%	-9%	nt
CCCCC(Nc1ncnc2ccccc12)C(=O)O (configuration not stated)	2%	-6%	4%	24%[38.3 µM]	9%	-4%	-2%
CC(C)C(NC(=O)CN(c1cccc(F)c1)S(C)(=O)=O)C(C)C	14%	-10%	4%[1.9 µM]	1%	8%	-2%	-2%
CN1Cc2c(N3CCOCC3)nc(SCc3ccccc3)c(C#N)c2CC1(C)C	1%	nt	5%	nt	-28%	?	nt
O=C(CSc1nc2ccc(Cl)cc2[nH]1)NC1CCCc2ccccc21 (configuration not stated)	3%	-34%[inhibitor]	2%[1.9 µM]	-5%	-24%	?	-2%
Cc1nc(SCc2cccc(F)c2)c2oc3ccccc3c2n1	18%	nt	25%[10 µM]	nt	10%[9.22 µM]	nt	nt
CCN1CCCC1CN(Cc1cc2ccc(C)c(C)c2[nH]c1=O)C(=O)Nc1ccccc1OC (configuration not stated)	-25%	-2%	-4%	4%[38.3 µM]	-5%	7%	-4%
COc1ccc(C(=O)NNC(=O)CSc2nnc(-c3cccnc3)n2C)cc1	-1%	-1%	4%[10 µM]	2%	-7%[9.22 µM]	-3%[46 µM]	1%
C=CCNC(=O)c1cccc(Br)c1	10%	-7%	-3%	24%[38.3 µM]	1%	-6%	1%
COc1cccc(Cn2c(=O)c(-c3cccc(C#N)c3)nc3cnc(N4CCN(C)CC4)nc32)c1	nt	nt	-39%[inhibitor]	22%	nt	14%	nt
CC(C)(O)C(=O)NNC(=S)Nc1cccc(C(F)(F)F)c1	5%	0%	29%	8%	15%	?	1%
CCOc1ccc2nc(NC(=O)c3ccccn3)sc2c1	-12%	nt	-56%[inhibitor][10 µM]	nt	5%[9.22 µM]	nt	nt
O=C(Nc1ccc(Cl)cc1)NC1CCCc2ccccc21 (configuration not stated)	-2%	-10%	-27%	19%[38.3 µM]	-6%	?	-3%
O=C(O)c1ccccc1C(=O)Nc1ccc(Oc2cccc(C(F)(F)F)c2)nc1	4%	nt	-10%[10 µM]	nt	10%[9.22 µM]	nt	nt
COC(=O)c1ccc(/C=N/NC(=O)C(=O)NCC2CCCO2)cc1 (configuration not stated)	4%	nt	12%[10 µM]	nt	1%[9.22 µM]	nt	nt
CNc1nc(SC(C)C(=O)Nc2ccc(Cl)c(Cl)c2)nc(N2CCOCC2)n1 (configuration not stated)	2%	-21%	-33%[inhibitor]	3%	-9%	nt	2%
Cc1cc(C(=O)OCC(=O)NCCC(C)C)c2ccccc2n1	0%	-9%	1%[10 µM]	4%[38.3 µM]	?	?	-3%

Following part:
SMILES	CBFb-RUNX1 inh	SMN2 splice enh	HTT cytoprotect	IMPase Li inh	HTT aggregate	LMNA splice mod	Luc counter
CC1CC(C)CN(C(=O)/C(=C\c2ccccc2)c2ccccc2)C1 (configuration not stated)	9%	-9%	19%[10 µM]	10%	-6%	-11%	0%
C=CCc1cccc(C=Nc2cc(Br)ccc2O)c1O	7%	2%	nt	3%	12%	?	-7%
Cc1cc(C)c(C#N)c(SCC(=O)C2CC2)n1	17%	nt	2%[10 µM]	nt	-6%[9.22 µM]	nt	nt
Cc1cccc(-c2ncc(CN3CCC(CO)(CCCc4ccccc4)CC3)cn2)c1	4%	nt	-19%[10 µM]	18%	7%[9.22 µM]	?	-4%
O=C(Nc1ccccc1NS(=O)(=O)c1ccc(F)cc1)C1CCC1	2%	6%	5%	-3%	10%	13%[46 µM]	0%
CC(Nc1n[nH]c(=O)[nH]c1=O)C(=O)N/N=C/c1ccccc1 (configuration not stated)	8%	nt	8%[10 µM]	nt	-3%[9.22 µM]	nt	nt
CC1=CC(C)C2C(=O)N(c3ccccc3)NC(=O)C2C1 (configuration not stated)	-8%	1%	1%[10 µM]	5%	2%	-2%	1%
CCOC(=O)c1cc(C)nn1-c1nc(Cl)cc(OC)n1	8%	-9%	nt	-9%	-5%	-5%	-6%
COC(=O)CCn1nnc(-c2cccs2)n1	2%	-7%	9%[1.9 µM]	17%[38.3 µM]	-12%	13%	-1%
Cc1ccc(S(=O)(=O)NC(=O)Nc2ccccc2)cc1	4%	nt	1%[10 µM]	-6%	-1%[9.22 µM]	?	-1%
O=C(NNc1nc(-c2ccc(Cl)cc2)cs1)c1ccco1	-1%	19%	0%[0.074 µM]	9%	-11%	?	1%
CCOC(=O)C1=NN(c2ccccc2)C2=NC(C)=C(C(=O)OC)C(c3ccc(C)cc3)N12 (configuration not stated)	0%	-6%	12%[10 µM]	1%	15%	-11%	-3%
CCOC(=O)CN1CC23C=CC(O2)C(C(=O)NCCc2ccccc2)C3C1=O (configuration not stated)	2%	-11%	-19%	-9%[38.3 µM]	3%	2%	2%
O=c1c2ccccc2cnn1-c1ccc2ccccc2c1	4%	5µM*	-71%[inhibitor]	1%[38.3 µM]	2%	-21%	-29%
COC(=O)c1scc(C)c1S(=O)(=O)Nc1ccc(C)cc1	0%	nt	8%[10 µM]	nt	-18%[9.22 µM]	nt	nt
COc1ccccc1Nc1nc(N)nc(CSc2ncccn2)n1	-1%	nt	-19%[0.074 µM]	18%[38.3 µM]	-1%	-10%	-1%
O=C(O)CCc1ccc(-c2ccc(Cl)cc2)n1CC(=O)O	0%	-1%	7%	-7%[38.3 µM]	20%	-1%	0%
Cn1c(N)cc(-c2ccc(F)cc2)c(C#N)c1=O	0%	-9%	-35%[inhibitor]	3%	-5%	nt	-1%
C=CCOC(=O)/C=C/C(=O)NC(N)=O	3%	nt	12%[10 µM]	nt	1%[9.22 µM]	nt	nt
CN(C)c1ccc(-c2nc(-n3ccnc3)c3ccccc3n2)cc1	nt	nt	-89%[inhibitor]	-15%	nt	?	nt
COC(=O)Cc1c(C)nc2nc(NCc3cccc([N+](=O)[O-])c3)[nH]n2c1=O	-6%	-17%	-4%	22%[38.3 µM]	-14%	2%	-3%
COc1ccc(OC)c(NC(=O)CCN2CCCCC2)c1	-4%	28%	8%[10 µM]	22%[38.3 µM]	5%	1%	2%
NS(=O)(=O)c1ccc(N/N=C/c2ccc(C(=O)O)cc2)c([N+](=O)[O-])c1	-6%	nt	14%[10 µM]	nt	-7%[9.22 µM]	nt	nt
CC(=O)N1CCc2cc(C(=O)CN3CCN(c4cccc(Cl)c4)CC3)ccc21	1%	-25%	-16%	5%[38.3 µM]	?	0%	-5%
CCOC(=O)N1CCC(N(CCN(C)C)C(=S)Nc2cc(Cl)cc(Cl)c2)CC1	-1%	-80%[inhibitor]	?	10%	-32%	nt	0%

(list continues)
SMILES	CBFb-RUNX1 inh	SMN2 splice enh	HTT cytoprotect	IMPase Li inh	HTT aggregate	LMNA splice mod	Luc counter
O=C(O)c1ccc(S(=O)(=O)Nc2ccc(O)c(Sc3nc4ccccc4s3)c2)cc1	2%	5%	10%	3%	24%	7%[46 µM]	2%
CCOC(=O)c1cc(-c2ccccc2)sc1NC(=O)C(C)Sc1nnc(N)s1 (configuration not stated)	-3%	-26%	-7%[10 µM]	10%	4%	?	-5%
COC(=O)CSc1nc(C)cc(N2CCOCC2)n1	15%	10%	1%	1%	-7%	4%[46 µM]	1%
CCOc1cc(C2c3c(n[nH]c3C)C(=O)N2c2ccc(C)cc2)ccc1O (configuration not stated)	3%	4%	3%	28%[38.3 µM]	?	-15%	4%
CC1=CC(C)(C)N(C(=O)CNC2CCCCC2)c2cc(C)ccc21	6%	nt	12%[10 µM]	36%[activator]	9%[9.22 µM]	nt	-3%
Cc1ccc(CN2CCS(=O)(=O)CC2)cc1	5%	8%	-10%	18%[38.3 µM]	-23%	3%	3%
COCCN(C(=S)Nc1ccc(C)c(C)c1)C(C)c1ccco1 (configuration not stated)	3%	-48%[inhibitor]	6%	0%	14%	nt	-1%
COc1ccc(/C=C2\SC(=S)N(NC(=O)c3csc4c3CCCC4)C2=O)cc1	-6%	-17%	3%	1%[38.3 µM]	5%	6%	-2%
Cc1ccc(S(=O)(=O)N2CCC(=O)N(CCOCc3cccc(Cl)c3)CC2)cc1	1%[2.36 µM]	-35%[inhibitor]	nt	8%	-23%	?	0%
CS(=O)(=O)N1CCc2cc(C(=O)O)ccc21	10%	13%	19%	14%[38.3 µM]	18%	2%	-2%
COc1cc(NC(=S)NC(C)(C)C)c(OC)cc1Cl	-2%	-14%	12%[10 µM]	-1%	-17%	-2%[46 µM]	-2%

Screens: PubChem BioAssay, National Center for Advancing Translational Sciences (NCATS)
